TLR9-MyD88 block – blocks human TLR9 binding to MyD88. CHO BLA complementation TLR9-MyD88, CCF4 FRET ratio. inhibition, % at 4.98 µM. 0.21% of 340,000 active;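 active = inhibition above the mean over all tested compounds plus 3 SD, cut at about 21% in these data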;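 also: 0% = DMSO only wells and 100% = clavulanate BLA inhibitor control wells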
ABHD5 PLIN5 PPI – ABHD5-PLIN5 protein interaction inhibition | Split G. princeps luciferase complementation, luminescence, 4 h | inhibition, % at 4 µM | 0.78% of 360,000 active | AID 602281;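 active = inhibition above the mean inhibition across every tested compound plus 3 SD, cut at about 22% in these data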;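 also: 0% = DMSO only wells and the 100% control is not disclosed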
Exocytosis inh – lytic granule exocytosis inhibition. TALL-104 LAMP-1 surface exposure, flow cytometry; cells stimulated with thapsigargin and PMA. inhibition, % at 10 µM. 0.66% of 360,000 active;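 active = inhibition above about 55%, limit read from the data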
SRC1 inh – human NCOA1 inhibition; HEK293 GAL4-SRC1 luciferase reporter, luminescence; inhibition, % at 3.6 µM; 0.12% of 360,000 active;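 active = inhibition above the campaign mean plus 3 SD, with each screening campaign given its own cutoff, cut at about 60% in these data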;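 also: 0% = DMSO treated cells and 100% = gossypol at 36 µM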
TWEAK Fn14 block – TWEAK-Fn14 signaling inhibition; TWEAK-stimulated Fn14 reporter cells, luciferase luminescence, 8 h; inhibition, % at 10 µM; 2% of 360,000 active; AID 1159606; in the data active = inhibition above about 50%
SRC3 inh – inhibitors of human steroid receptor coactivator 3 (SRC3). AID 588352. inhibition, % at 3.6 µM. 0.17% of 360,000 active. HEK293 GAL4-SRC3 luciferase reporter, luminescence. Q9Y6Q9;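 active = inhibition above a per-campaign cutoff, the mean of all compounds plus 3 SD, cut at about 60% in these data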;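 also: 0% = DMSO-treated cells and 100% = gossypol-treated cells at 36 µM; higher means less SRC3-driven luciferase light from the GAL4 reporter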
SRC2 inh – human SRC2 (NCOA2) inhibition; Q15596; HEK293 GAL4-SRC2 luciferase reporter, luminescence; inhibition, % at 9 µM; 0.17% of 370,000 active;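 active = inhibition above the mean inhibition of all tested compounds plus 3 SD, set per campaign, cut at about 52% in these data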;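 also: 0% = DMSO treated cells and 100% = cells given Gossypol at 36 µM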
TROY NFkB inh – inhibitors of TROY-dependent NF-kB signaling | Q293 LMP1-TROYcd NF-kB luciferase reporter, 4 h | inhibition, % at 10 µM | 0.98% of 360,000 active | AID 1347056;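 active = compounds whose plate-normalised and pattern-corrected inhibition of the luciferase reporter signal at the single screening dose is 50% or more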
NOD2-RIPK2 inh – blocks binding of human NOD2 to RIPK2; O43353; CHO BLA complementation NOD2-RIPK2, CCF4 ratio; inhibition, % at 4.98 µM; AID 624267; 0.38% of 360,000 active; in the data active = inhibition above about 21%;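 also: 0% = vehicle only and 100% = reference blocker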
LRH-1 inv ag – suppresses constitutive activity of human LRH-1. 0.13% of 360,000 active. HEK293T StAR-luciferase reporter, LRH-1 transfected, 24 h. O00482. AID 602396. inhibition, % at 3.6 µM;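 active = inhibition above the mean inhibition of all tested compounds plus 3 SD, cut at about 73% in these data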;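 also: 0% = DMSO wells and 100% = reporter-only cells lacking LRH-1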
NR2F2 inh – inhibitors of human COUP-TFII (NR2F2) | inhibition, % at 8.6 µM | 0.7% of 370,000 active | HEK293T NGFI-A luciferase reporter, luminescence | AID 686940;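 active = inhibition above a per-plate cutoff, mean inhibition of test wells between control levels plus 3 SD, cut at about 38% in these data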;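 also: cells cotransfected with COUP-TFII expression vector driving the NGFI-A reporter; 0% = median of COUP-TF2 test wells and 100% = reporter-only cells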
* hit, by the source's call; / = no result given. The list is partial; count on the stated rates, not on these rows.

SMILES	TLR9-MyD88 block	ABHD5 PLIN5 PPI	Exocytosis inh	SRC1 inh	TWEAK Fn14 block	SRC3 inh	SRC2 inh	TROY NFkB inh	NOD2-RIPK2 inh	LRH-1 inv ag	NR2F2 inh
O=C(CCNC(=O)c1ccc(Br)cc1)NNC(=O)c1ccccc1	-9	-2	11	4	-3	-16	14	0	-8	7	-9
Cc1cccc(NC(=O)CSc2nnc(-c3ccccc3)n2N)c1	3	-6	-2	-5	-3	1	8	1	-4	10	1
CCSc1nnc(NC(=O)CCNC(=O)c2ccccc2Cl)s1	7	0	20	-6	0	-6	5	-12	-7	-15	-14
CCN(CC)S(=O)(=O)c1ccc(NC(=O)c2cc(-c3ccccc3)nc3ccccc23)cc1	-9	-8	11	-24	-5	6	11	-28	-13	-33	-9
CCN(CC)c1ccc(C(=O)N/N=C/c2ccc(OC)cc2OC)cc1	-2	1	5	-8	9	21	-10	-1	-14	5	12
O=C(CSc1ccc(Cl)cc1)N1CCN(c2ccc(Cl)cc2[N+](=O)[O-])CC1	-6	1	1	7	24	13	9	23	-2	-1	24
Cc1cc(C)n2nc(C(=O)N/N=C/c3ccco3)nc2n1	6	2	2	3	-7	17	-19	-20	5	-7	-19
NC1=NC(c2ccc(F)cc2)n2c(nc3ccccc32)N1 (stereo unspecified)	10	1	2	-20	-18	11	0	5	13	-16	2
CCCN1Cc2cccc(C(=O)Nc3ccc(CC)cc3)c2C1=O	-1	-1	-1	2	-7	7	-44	-22	1	-3	2
COC(=O)CN1C(=O)C(C)(C)Oc2ccc(C(=O)NC3CC3)cc21	-8	-6	2	1	8	-7	-1	-12	3	-13	-7
CC1CCc2c(sc3ncnc(NCCCOC(C)C)c23)C1 (stereo unspecified)	-4	-5	0	-4	3	-12	26	-4	2	-2	0
O=C(CN1CCN(Cc2ccccc2)CC1)N1N=CCC1c1ccccc1 (stereo unspecified)	2	-2	-3	-1	4	14	-1	-3	4	2	-21
CCOc1ccccc1C1C(C(=O)Nc2ccccc2OC)=C(C)Nc2nnnn21 (stereo unspecified)	-7	13	-1	-19	-12	21	-13	5	-3	-6	4
COCCNC(=O)CCCn1c(=O)c2cc(OC)c(OC)cc2n(CC(=O)Nc2ccc(F)cc2)c1=O	2	1	1	-1	-20	17	11	15	-1	5	-11
COc1ccc(S(=O)(=O)NNC(=O)Nc2ccc(C)cc2C)c(OC)c1	15	-2	8	-4	-5	14	-37	-12	-14	-15	-1
O=C(Nc1nc(-c2ccccn2)cs1)c1ccc2c(c1)OCCO2	1	0	-3	-57	30	-65	-56	12	2	-95	-30
O=C1CC(N(O)c2ccccc2)C(=O)N1c1cc(Cl)cc(Cl)c1 (stereo unspecified)	13	-17	-1	1	6	6	-8	-16	5	13	-2
OCC[C@@H]1C[C@H](O)[C@@H](O)[C@@]2(OCc3cc(C(F)(F)F)ccc32)O1	2	-5	-1	9	-13	-8	-21	-17	8	8	-8
COc1ccc(NC(=O)c2cc(S(=O)(=O)N3CCOCC3)ccc2N2CCOCC2)cc1	1	4	43	-32	-30	14	-2	2	-2	7	-1
CCC(=O)N(Cc1ccccc1)c1ccccn1	-6	3	2	4	1	0	22	6	4	-1	1

2 entries from above, as a markdown table.
| mol | TLR9-MyD88 block | ABHD5 PLIN5 PPI | Exocytosis inh | SRC1 inh | TWEAK Fn14 block | SRC3 inh | SRC2 inh | TROY NFkB inh | NOD2-RIPK2 inh | LRH-1 inv ag | NR2F2 inh |
| --- | --- | --- | --- | --- | --- | --- | --- | --- | --- | --- | --- |
| O=C(CN1CCN(Cc2ccccc2)CC1)N1N=CCC1c1ccccc1 (stereo unspecified) | 2 | -2 | -3 | -1 | 4 | 14 | -1 | -3 | 4 | 2 | -21 |
| CCOc1ccccc1C1C(C(=O)Nc2ccccc2OC)=C(C)Nc2nnnn21 (stereo unspecified) | -7 | 13 | -1 | -19 | -12 | 21 | -13 | 5 | -3 | -6 | 4 |

Remaining list, next part:
SMILES	TLR9-MyD88 block	ABHD5 PLIN5 PPI	Exocytosis inh	SRC1 inh	TWEAK Fn14 block	SRC3 inh	SRC2 inh	TROY NFkB inh	NOD2-RIPK2 inh	LRH-1 inv ag	NR2F2 inh
O=C(Nc1ccccc1)c1cc(C2CCCCN2C(=O)c2cccs2)on1 (stereo unspecified)	/	2	5	-33	-23	-9	16	-12	-11	17	20
N#CCCn1c(SCC(=O)NCC2CCCO2)nc2ccccc21 (stereo unspecified)	-4	-4	-1	-24	-6	-6	6	0	3	-1	5
CC1(CCc2ccccc2)NC(=O)N(CC(=O)Nc2ccc(S(N)(=O)=O)cc2)C1=O (stereo unspecified)	-1	3	-4	-8	0	6	3	7	-11	-20	8
Cc1onc(-c2ccccc2)c1C(=O)N1CCCC(C(F)(F)F)C1 (stereo unspecified)	-7	0	-3	-67	-9	-33	-19	-7	-8	-1	5
CCCCC1CC2=C(C(=O)OC(C)(C)O2)C(c2ccc(Cl)cc2)O1 (stereo unspecified)	/	-5	1	3	17	4	6	-6	3	35	-4
Cc1ccc2c3c(cccc13)-c1ccccc1C2=O	-4	-2	97*	-17	-93	-45	-5	-96	-6	-46	-29
CCCNc1nc2c(c(=O)n(C)c(=O)n2C)n1CCCc1ccccc1	-4	4	1	10	6	-8	-4	12	-8	4	-4
COc1cccc(CN2CCSCC2)c1	2	-4	0	-21	-6	4	9	-4	-5	7	-3
C/C=C(/C)C(=O)Nc1cccc(C2=NOC3(C2)C[C@@H](C(N)=O)N(C(=O)CC)C3)c1 (stereo partly specified)	7	2	-1	-4	7	-13	-36	-12	-5	18	5
CC(=O)Nc1ccc(S(=O)(=O)N2CCCC2)cc1	-8	-7	-4	-15	-1	-10	-36	-17	-5	9	20
CC(C)(C)c1ccc(CC(=O)N2CCC2(C)C(=O)O)cc1 (stereo unspecified)	/	-3	-11	5	-15	-8	14	-16	-13	-6	-4
COc1ccc(CNCCC2(C(C)C)CCOC(C)(C)C2)cc1 (stereo unspecified)	-6	4	5	5	-5	19	0	-28	-2	9	-9
Cc1ccc(-c2nnn(CC(=O)Nc3ccccc3-c3ccccc3)n2)c(-n2cnnn2)c1	-5	6	-1	-24	-24	9	4	-15	0	-3	5
COc1cc(NC(=O)CN(C)S(=O)(=O)c2ccc3c(c2)CC(C)N3C(C)=O)cc(OC)c1OC (stereo unspecified)	-2	-7	2	-5	-3	-16	2	7	-6	5	4
CCc1cccc(Nc2cnn(C34C[C@@H]5C[C@@H](CC(CC(=O)O)(C5)C3)C4)c(=O)c2Cl)c1	-4	-1	-2	-17	-17	5	-14	18	-2	7	10
COc1ccc(NC(=O)C2CCCN2S(=O)(=O)c2cccc3cccnc23)cc1OC (stereo unspecified)	1	-2	-2	4	-24	8	-4	22	13	-7	4
CC(C)(C)CC(C)(C)NCC(O)COc1ccc2c(c1)CCC2 (stereo unspecified)	-7	0	-1	-10	-58	17	-9	-12	7	-5	5
COc1cc(C)nc(NC(=O)NC(=O)c2ccc(C(F)(F)F)cc2)n1	-8	-2	-3	-22	21	12	6	2	-8	-2	-20
CCCn1ncc(CN2CCC(Oc3ccc(C(=O)N4CCCC4)cc3)CC2)c1C	2	5	-8	4	6	-13	-9	-8	0	20	-4
COCCNC(=S)N1CCC(c2nc(-c3ccc(N(C)C)cc3)no2)CC1	-3	-3	-2	-28	2	-13	18	1	-2	-6	9

Twelve compounds already listed, sorted by molar mass, lowest first.
SMILES	TLR9-MyD88 block	ABHD5 PLIN5 PPI	Exocytosis inh	SRC1 inh	TWEAK Fn14 block	SRC3 inh	SRC2 inh	TROY NFkB inh	NOD2-RIPK2 inh	LRH-1 inv ag	NR2F2 inh
COc1cccc(CN2CCSCC2)c1	2	-4	0	-21	-6	4	9	-4	-5	7	-3
CC(=O)Nc1ccc(S(=O)(=O)N2CCCC2)cc1	-8	-7	-4	-15	-1	-10	-36	-17	-5	9	20
CC(C)(C)c1ccc(CC(=O)N2CCC2(C)C(=O)O)cc1 (stereo unspecified)	/	-3	-11	5	-15	-8	14	-16	-13	-6	-4
CC(C)(C)CC(C)(C)NCC(O)COc1ccc2c(c1)CCC2 (stereo unspecified)	-7	0	-1	-10	-58	17	-9	-12	7	-5	5
COc1cc(C)nc(NC(=O)NC(=O)c2ccc(C(F)(F)F)cc2)n1	-8	-2	-3	-22	21	12	6	2	-8	-2	-20
CCCNc1nc2c(c(=O)n(C)c(=O)n2C)n1CCCc1ccccc1	-4	4	1	10	6	-8	-4	12	-8	4	-4
COCCNC(=S)N1CCC(c2nc(-c3ccc(N(C)C)cc3)no2)CC1	-3	-3	-2	-28	2	-13	18	1	-2	-6	9
C/C=C(/C)C(=O)Nc1cccc(C2=NOC3(C2)C[C@@H](C(N)=O)N(C(=O)CC)C3)c1 (stereo partly specified)	7	2	-1	-4	7	-13	-36	-12	-5	18	5
CCCn1ncc(CN2CCC(Oc3ccc(C(=O)N4CCCC4)cc3)CC2)c1C	2	5	-8	4	6	-13	-9	-8	0	20	-4
Cc1ccc(-c2nnn(CC(=O)Nc3ccccc3-c3ccccc3)n2)c(-n2cnnn2)c1	-5	6	-1	-24	-24	9	4	-15	0	-3	5
COc1ccc(NC(=O)C2CCCN2S(=O)(=O)c2cccc3cccnc23)cc1OC (stereo unspecified)	1	-2	-2	4	-24	8	-4	22	13	-7	4
COc1cc(NC(=O)CN(C)S(=O)(=O)c2ccc3c(c2)CC(C)N3C(C)=O)cc(OC)c1OC (stereo unspecified)	-2	-7	2	-5	-3	-16	2	7	-6	5	4

Further compounds follow.
SMILES	TLR9-MyD88 block	ABHD5 PLIN5 PPI	Exocytosis inh	SRC1 inh	TWEAK Fn14 block	SRC3 inh	SRC2 inh	TROY NFkB inh	NOD2-RIPK2 inh	LRH-1 inv ag	NR2F2 inh
Oc1ccc(C[C@H]2CNC(=S)N2CC2CCCN2C[C@H](Cc2ccccc2)N2C[C@H](Cc3ccc(O)cc3)N(CCc3ccccc3)C2=S)cc1 (stereo partly specified)	-11	13	14	16	58*	9	-8	12	-9	-5	-4
O=C(c1nn(Cc2ccccc2)c(=O)c2ccccc12)N1CCN(C/C=C/c2ccccc2)CC1	-5	4	8	-2	29	10	1	1	5	2	10
COc1ccc(C(=O)NCCNC(C)=O)cc1S(=O)(=O)NCc1ccc(Cl)cc1	2	9	-4	-51	-9	10	-17	-34	-18	5	-8
CN1CCN(C(=O)C(=O)c2cn(CC(=O)N3CCCCCC3)c3ccccc23)CC1	7	-7	0	14	-4	-9	-16	8	2	9	-11
Cc1c(C)c2c(OCC(=O)O)cc3c(c2oc1=O)CCC(C)(C)O3	-6	0	3	-34	11	2	-20	0	-4	6	11
COc1ccc(C=Nc2cccnc2N)cc1	-13	-19	-11	-17	-14	-54	/	-12	2	-17	/
O=C1C(Oc2ccccc2)C(c2ccc3c(c2)OCO3)N1CCc1ccc(F)cc1 (stereo unspecified)	-15	0	6	11	-22	15	-5	14	1	8	1
CC(=O)Nc1ccc(C(=O)COC(=O)CN2C(=O)NC3(CCCCC3C)C2=O)cc1 (stereo unspecified)	-3	-2	0	8	9	14	-16	1	-8	10	-12
O=C(Nc1sc2c(c1C(=O)NCc1ccco1)CCCC2)c1ccc2c(c1)OCO2	8	3	59*	-85	8	-88	-79	9	3	-72	-16
COc1cccc(/C=N/NC(N)=S)c1OS(=O)(=O)c1ccccc1	3	-2	2	-9	-9	13	-27	-6	-1	26	-29
Cc1ccc(CNC(=O)c2nnn(CC(=O)Nc3cc(C)cc(C)c3)c2N)cc1	0	5	-5	2	-22	-5	-6	-30	-16	-17	10

Screening data deposited in PubChem by several laboratories.
